Tcruzi prolif = T. cruzi proliferation inhibition; T. cruzi beta-gal in NIH3T3, GalScreen luminescence, 90 h; inhibition, % at 8.34 µM; hit rate 5.9% among 77,000; AID 624255;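 active means mean inhibition above about 93%, with at least 55% of replicates each passing it, limit read from the data, passing the limit was not always enough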
C diff growth = C. difficile growth inhibition; Clostridium difficile clinical isolate growth, OD600, 24 h; active compounds read low; growth activity, negative = inhibition, % at 16 µg/mL (by protocol); hit rate 0.25% among 86,000; AID 1259249;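 active means mean growth activity at or below -80% and every replicate also at or below -80%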;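 further: 0% = DMSO wells and -100% = levofloxacin 16 µg/mL wells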
Pf Dd2 inh = P. falciparum Dd2 growth inhibition | SYBR Green, 72 h; active compounds read low | activity change, % at 10 µM | hit rate 2.3% among 94,000; in the data active means activity change below about -80%
GASC1 inh = inhibitors of human demethylase GASC-1 KDM4C. hit rate 0.15% among 96,000. inhibition, % at 12.5 µM. GST-KDM4C 2-372, H3K9me3 peptide, LANCE TR-FRET. Q9H3R0. AID 720574;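 active means mean replicate inhibition above about 25%, with at least 55% of replicates also reaching it, limit read from the data, passing the limit was not always enough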
Target sequence (Q9H3R0 2-372 limits assumed): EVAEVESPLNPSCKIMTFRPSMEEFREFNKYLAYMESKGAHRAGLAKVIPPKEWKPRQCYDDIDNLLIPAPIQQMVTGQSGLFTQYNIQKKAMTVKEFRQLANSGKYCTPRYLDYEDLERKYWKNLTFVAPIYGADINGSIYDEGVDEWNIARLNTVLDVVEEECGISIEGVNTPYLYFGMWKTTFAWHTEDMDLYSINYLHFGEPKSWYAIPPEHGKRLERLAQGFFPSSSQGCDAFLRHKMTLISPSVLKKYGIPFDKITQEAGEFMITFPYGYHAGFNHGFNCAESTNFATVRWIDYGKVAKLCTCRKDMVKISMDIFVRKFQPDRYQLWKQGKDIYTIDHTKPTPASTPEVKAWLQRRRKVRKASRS
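Test system – GST-tagged GASC-1 (JMJD2C) catalytic fragment, aa 2-372 · Medium – HEPES buffer, pH 7.5, plus ascorbate · Reagent – H3K9me3 peptide with Fe(II)/2OG · Compound – one test concentration per compound · Timing – 30 min reaction, 60 min detection, RT · Technique – TR-FRET with Eu antibody and ULight streptavidin, EDTA stop · Read-out basis – inhibition from TR-FRET ratio decrease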
Active calls of the source: *; · = not tested or not shown; & = joins results of further samples.

Below each compound – C diff growth, GASC1 inh, Tcruzi prolif, Pf Dd2 inh
> Cc1ccccc1-c1ccc(C2[C@@H]3CN(Cc4ccc5c(c4)OCO5)C[C@H]2N3)cc1 (some centres not stated)
 : -94*, 1.9&2.4, ·, -7&-58
> Cc1noc(C)c1S(=O)(=O)Nc1ccc2c(c1)C(=O)N([C@H](C)CO)C[C@@H](C)[C@@H](CN(C)C(=O)Nc1cccc3ccccc13)O2
 : -3, -0.2, -103, 5
> Cc1noc(C)c1S(=O)(=O)Nc1ccc2c(c1)C(=O)N([C@H](C)CO)C[C@H](C)[C@@H](CN(C)C(=O)Nc1ccc3c(c1)OCO3)OCCCC[C@H](C)O2
 : -1, 5.0, 35, -31
> CS(=O)(=O)N1CC2(C1)[C@@H](c1ccccc1)[C@@H](CO)N2CC1CCCC1
 : 2, 1.7, ·, -33
> COc1ccc(NC(=O)Nc2ccc3c(c2)C(=O)N([C@@H](C)CO)C[C@H](C)[C@H](CN(C)S(=O)(=O)c2cn(C)cn2)OCCCC[C@@H](C)O3)cc1
 : 0, 1.1, -59, 21
> CC(C)NC(=O)N(C)C[C@@H]1Oc2c(NS(C)(=O)=O)cccc2C(=O)N([C@H](C)CO)C[C@H]1C
 : 3, -0.6, 3, 15
> C[C@H](CO)N1C[C@H](C)[C@@H](CN(C)CC2CCOCC2)Oc2ncc(C#C[C@@H](C)O)cc2C1=O
 : -1, -0.1, ·, -33
> COCC(=O)N1CCC2(CC1)CN(C(=O)Nc1ccccc1F)[C@H](CO)c1c2c2ccc(OC)cc2n1C
 : 0, -0.5, ·, -19
> COc1ccccc1S(=O)(=O)Nc1ccc2c(c1)C(=O)N(C)C[C@@H](OC)[C@@H](C)CN[C@H](C)CO2
 : ·, 0.5, 72, 20
> C[C@@H]1CN([C@@H](C)CO)C(=O)c2cc(-c3cccnc3)cnc2O[C@@H]1CN(C)C(=O)Nc1ccc(C(F)(F)F)cc1
 : 20, 3.7, 15, 29
> C[C@@H]1CN([C@@H](C)CO)C(=O)c2cc(NC(=O)NC3CCCCC3)ccc2O[C@H]1CN(C)CC1CCCCC1
 : 1, 0.9, ·, 6
> C[C@H]1CN([C@@H](C)CO)C(=O)c2cccc(NS(=O)(=O)c3cn(C)cn3)c2O[C@@H]1CN(C)Cc1ccc(C(=O)Nc2ccccc2N)cc1
 : 6, 0.0, ·, -16
> CN(C)C(=O)C[C@H]1CC[C@H]2[C@@H](COC[C@@H](O)CN2CC2CCCC2)O1
 : 8, -1.5, -28, -10
> C[C@H](CO)N1C[C@H](C)[C@H](CN(C)C(=O)C2CCC2)Oc2cc(-c3ccncc3)ccc2S1(=O)=O
 : ·, 3.2, 85, -30
> Cc1cccc(S(=O)(=O)N2CCCCN3[C@H](C2)[C@@H](c2ccc(C#C[C@@H](C)O)cc2)[C@@H]3CO)c1
 : 5, -0.1, 67, -3
> CO[C@H](CN(C)S(=O)(=O)c1cccc(Cl)c1)[C@H](C)CN([C@H](C)CO)S(=O)(=O)c1cccc(Cl)c1
 : ·, -0.7, 101*, -35
> O=S(=O)(c1ccc(-c2ccccc2)cc1)N1C[C@@H]2N[C@H](C1)C2c1ccc(-c2cncnc2)cc1 (some centres not stated)
 : 5, -0.4, ·, 2
> C[C@@H]1CCCCO[C@H](CN(C)CC2CCCCC2)[C@H](C)CN([C@H](C)CO)C(=O)c2cc(NS(=O)(=O)c3ccc(Cl)cc3)ccc2O1
 : -16, 0.8, 64, -69
> COc1ccc(S(=O)(=O)N(C)C[C@@H]2Oc3ccc(NC(=O)C4CC4)cc3CC(=O)N([C@H](C)CO)C[C@@H]2C)cc1
 : 4, 0.1, 18, -47
> C[C@@H]1CCCCO[C@@H](CN(C)C(=O)Nc2ccccc2)[C@@H](C)CN([C@H](C)CO)C(=O)c2cc(NS(=O)(=O)c3ccc(Cl)cc3)ccc2O1
 : 1, 0.6, 48, -7
> CC(C)NC(=O)N[C@@H]1CC[C@H](CCNC(=O)C2CC2)O[C@H]1CO
 : 5, -3.3, ·, -2
> O=C(C[C@@H]1CC[C@@H](NC(=O)Cc2cccnc2)[C@H](CO)O1)NCc1ccc2c(c1)OCO2
 : ·, -0.6, -3, -2
> CN(C)CCCNC(=O)C[C@H]1C=C[C@H](NS(=O)(=O)c2ccc(F)cc2)[C@@H](CO)O1
 : 1, 1.2, 30, -1
> CN1CCN(C(=O)C[C@@H]2CC[C@@H]3[C@H](COC[C@@H](O)CN3CC3CCOCC3)O2)CC1
 : 3&-1, 0.7, 36, 9
> C[C@H]1CN([C@@H](C)CO)C(=O)c2c(c3ccccc3n2C)-c2ccccc2CO[C@H]1CN(C)CC1CC1
 : ·, 0.4, -30, -49
> C[C@@H]1CN([C@@H](C)CO)C(=O)Cc2cc(NC(=O)NC3CCCCC3)ccc2O[C@H]1CN(C)C
 : -5&-7, 1.1, ·, 7
> C[C@@H]1CN([C@@H](C)CO)C(=O)c2cccc(NC(=O)c3ccc(-c4nccs4)cc3)c2O[C@@H]1CN(C)Cc1ccc(Cl)c(Cl)c1
 : 0, -1.0, 91, -55
> C[C@@H]1CN([C@@H](C)CO)S(=O)(=O)c2ccc(C#CC3CCCC3)cc2O[C@@H]1CN(C)C
 : -1, -0.4, -71, -64
> Cc1ccccc1-c1ccc2c(c1)O[C@H](CN(C)C(=O)Nc1ccc(F)cc1)[C@H](C)CN([C@@H](C)CO)S2(=O)=O
 : -3, -1.4, ·, -9
> O=C(C[C@@H]1CC[C@H]2[C@@H](COC[C@H](O)CN2Cc2cccc(C(F)(F)F)c2)O1)NCCc1ccccc1
 : ·, 0.9, 68, -13
> O=C(Nc1cccc(Cl)c1)N1C[C@H]2[C@@H](c3ccccc31)[C@H](CO)N2CC1CCOCC1
 : 5, -1.1, 76, -17
> COCC(=O)N1[C@@H](CO)[C@@H](c2ccccc2)C12CN(C(=O)Cc1ccccn1)C2
 : -2, -0.7, ·, 9
> CC(=O)N(C)C[C@H]1Oc2cc(-c3ccccc3C)ccc2S(=O)(=O)N([C@@H](C)CO)C[C@H]1C
 : 6, -2.8, 81, 11
> Cc1noc(C)c1NC(=O)N(C)C[C@@H]1Oc2ccc(NS(=O)(=O)c3ccc(F)cc3)cc2C(=O)N([C@H](C)CO)C[C@H]1C
 : 4, -1.1, 94, 8
> C[C@H](CO)N1C[C@H](C)[C@@H](CN(C)Cc2ccccc2)Oc2ccc(NC(=O)Nc3ccccc3)cc2C1=O
 : 7, -2.3, -12, -2
> CNC[C@@H]1Oc2cc(C#Cc3cccc(OC)c3)ccc2S(=O)(=O)N([C@H](C)CO)C[C@H]1C
 : 14, 0.4, 106*, -69
> C[C@@H]1CN([C@@H](C)CO)C(=O)c2cc(NC(=O)NC3CCCCC3)ccc2O[C@H]1CN(C)C(=O)Nc1ccc(F)cc1
 : -1, 0.4, 0, -11
> COCC(=O)N(C)C[C@@H]1Oc2cc(-c3ccc(F)cc3)ccc2S(=O)(=O)N([C@@H](C)CO)C[C@H]1C
 : -3, -1.2, -12, -6
> CCCN(C)C[C@@H]1OCCCC[C@@H](C)Oc2ccc(NC(=O)CCCCCC(=O)Nc3ccccc3N)cc2C(=O)N([C@H](C)CO)C[C@@H]1C
 : 0, 6.0, ·, -39
> N#Cc1cccc(-c2ccc3c(c2)[C@@H]2[C@@H](CCN2Cc2ccncc2)[C@@H](CO)N3)c1
 : -13, 0.0, 88, -72
> COCC(=O)Nc1ccc2c(c1)C(=O)N(C)[C@@H]1CC[C@@H](CC(=O)NCCc3ccncc3)O[C@@H]1CO2
 : -1, 2.5, 13, -7
> COc1ccc2c3c([nH]c2c1)[C@@H](CO)N(Cc1ccccc1)CC31CN(C(=O)c2cccnc2)C1
 : 5, -0.2, ·, -62
> C[C@@H](NC(=O)C[C@@H]1CC[C@@H](NC(=O)CN2CCOCC2)[C@H](CO)O1)c1ccccc1
 : ·, 0.3, -56, 9
> C[C@H]1CN([C@@H](C)CO)C(=O)c2cc(NC(=O)Cc3ccccc3)ccc2O[C@@H]1CN(C)Cc1ccc(C(=O)O)cc1
 : -4, -0.6, -20, 5
> C[C@H](CO)N1C[C@H](C)[C@@H](CN(C)C(=O)CN(C)C)Oc2cc(C#Cc3ccc(F)cc3)ccc2S1(=O)=O
 : 6, 1.9, -46, -55
> O=C(C[C@H]1CC[C@H](NC(=O)c2ccccc2)[C@@H](CO)O1)NCc1ccc(Oc2ccccc2)cc1
 : 10, -0.6, -93, -2
> CO[C@H]1CN(C)C(=O)c2cc(NC(=O)CC(F)(F)F)ccc2OC[C@H](C)N(C(=O)C2CCCCC2)C[C@H]1C
 : 1, 9.8, ·, -9
> O=C(C[C@@H]1C=C[C@H](NC(=O)C2CCOCC2)[C@H](CO)O1)NCc1ccncc1
 : ·, 2.7, 39, 14
> Cc1cccc(S(=O)(=O)N[C@H]2CC[C@H](CCNC(=O)Nc3cc(F)ccc3F)O[C@@H]2CO)c1
 : 3, 0.7, -32, 18
> CO[C@H]1CN(C)C(=O)c2cc(NS(=O)(=O)c3c(C)noc3C)ccc2OC[C@@H](C)NC[C@H]1C
 : ·, -1.5, 18, 8
> COc1cccc(NC(=O)N(C)C[C@@H]2Oc3cc(-c4ccccc4F)ccc3S(=O)(=O)N([C@H](C)CO)C[C@H]2C)c1
 : -24, -1.4, 38, -42
> CCCNC(=O)N1[C@@H]2c3ccc(-c4cccc(F)c4)c(=O)n3C[C@H]1[C@H](CO)[C@H]2C(=O)NC1CCC1
 : -2, 1.8, ·, 20
> CN1C(=O)c2cc(NC(=O)Cc3ccccc3)ccc2OC[C@H]2O[C@@H](CC(=O)O)CC[C@@H]21
 : -7, -0.1, 9, 20
> CCCN1C[C@@H](C)[C@H](OC)CN(C)C(=O)c2cc(NC(=O)c3cnccn3)ccc2OC[C@@H]1C
 : ·, 0.7, 20, -3
> Cc1ccccc1-c1cnc2c(c1)C(=O)N([C@@H](C)CO)C[C@@H](C)[C@H](CN(C)CC1CCOCC1)O2
 : 0, 1.1, -21, -27
> CCC(=O)Nc1ccc2c(c1)C(=O)N(C)C[C@@H](OC)[C@H](C)CN(C(C)=O)[C@@H](C)CO2
 : -4, 0.5, ·, -19
> COCC(=O)N1C[C@H]2[C@@H](c3ccccc31)[C@H](CO)N2C(=O)C1CCCC1
 : 3, 0.8, 20, 5
> COc1ccc(NC(=O)N(C)C[C@@H]2Oc3ccc(NC(=O)Nc4ccc5c(c4)OCO5)cc3C(=O)N([C@H](C)CO)C[C@H]2C)cc1
 : ·, 0.5, -6, 26
> C/C=C/c1ccc([C@H]2[C@@H](CO)N3CCCCN(S(=O)(=O)c4ccc(OC)cc4)C[C@H]23)cc1
 : 21, 13, 85, -70
> Cc1ccccc1-c1ccc2c(c1)O[C@@H](CN(C)C(=O)c1ccccn1)[C@H](C)CN([C@H](C)CO)S2(=O)=O
 : 2, 1.4, ·, 0

Following part:
Below each compound – C diff growth, GASC1 inh, Tcruzi prolif, Pf Dd2 inh
> CCNC(=O)[C@H]1[C@H](CO)[C@H]2Cn3c(ccc(-c4cccc(F)c4)c3=O)[C@H]2N1C(=O)Cc1cccnc1
 : -4, 2.1, 13, -16
> COc1ccc2c3c(n(C)c2c1)[C@@H](CO)NCC31CN(S(=O)(=O)c2ccccc2)C1
 : 1, -0.3, ·, -51
> CN(C)C(=O)c1ccc(-c2ccc([C@@H]3[C@@H](CO)N4C(=O)CN(C(=O)C5CCC5)C[C@H]34)cc2)cc1
 : 2, -0.5, ·, -26
> COc1cccc(-c2ccc([C@H]3[C@H]4CN(C(=O)C5CCC5)CC(=O)N4[C@H]3CO)cc2)c1
 : -1, -0.5, ·, -6
> O=C(c1ccc(F)cc1)N1CC(=O)N2[C@H](CO)[C@@H](c3ccc(-c4cccnc4)cc3)[C@H]2C1
 : -4, 0.8, ·, -1
> C[C@@H]1CN([C@H](C)CO)C(=O)Cc2cc(NC(=O)C3CCCCC3)ccc2O[C@@H]1CN(C)C(=O)Nc1ccccc1
 : 2, -0.1, 5, 19
> Cc1ccc(S(=O)(=O)Nc2ccc3c(c2)C(=O)N([C@@H](C)CO)C[C@@H](C)[C@@H](CN(C)Cc2ccncc2)O3)cc1
 : -3, 14, 5, 1
> CN1C(=O)c2cc(NS(C)(=O)=O)ccc2OC[C@@H]2O[C@@H](CC(=O)NCc3ccccc3)CC[C@H]21
 : -4, -0.6, -25, 11

In the list so far, 5 have a Cl atom.
Below each compound – C diff growth, GASC1 inh, Tcruzi prolif, Pf Dd2 inh
> CO[C@H](CN(C)S(=O)(=O)c1cccc(Cl)c1)[C@H](C)CN([C@H](C)CO)S(=O)(=O)c1cccc(Cl)c1
 : ·, -0.7, 101*, -35
> C[C@@H]1CCCCO[C@H](CN(C)CC2CCCCC2)[C@H](C)CN([C@H](C)CO)C(=O)c2cc(NS(=O)(=O)c3ccc(Cl)cc3)ccc2O1
 : -16, 0.8, 64, -69
> C[C@@H]1CCCCO[C@@H](CN(C)C(=O)Nc2ccccc2)[C@@H](C)CN([C@H](C)CO)C(=O)c2cc(NS(=O)(=O)c3ccc(Cl)cc3)ccc2O1
 : 1, 0.6, 48, -7
> C[C@@H]1CN([C@@H](C)CO)C(=O)c2cccc(NC(=O)c3ccc(-c4nccs4)cc3)c2O[C@@H]1CN(C)Cc1ccc(Cl)c(Cl)c1
 : 0, -1.0, 91, -55
> O=C(Nc1cccc(Cl)c1)N1C[C@H]2[C@@H](c3ccccc31)[C@H](CO)N2CC1CCOCC1
 : 5, -1.1, 76, -17

Compound activity deposited in PubChem BioAssay by Broad Institute.
